# Screening results: PubChem, several laboratories
# APP 5UTR inh: APP translation inhibition; SH-SY5Y APP 5'UTR-luciferase reporter, luminescence; inhibition, % at 2 µM; 190,000 compounds, 0.82% hits;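 active means inhibition above a set limit, derived from the sample mean plus 3 SD, cut at about 45% in these data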; further: values of inactives mirror those of a sister screen read the other way
# NF-kB neuron act: NF-kB expression increase, human neuronal cells | NF-kB reporter expression; active compounds read high | fold change at 12.5 µM | 190,000 compounds, 1.6% hits | AID 1239; in the data active means fold change above about 3.3
# STAT3 activator: increases IL-6 driven STAT3 reporter signal; U3A cells, IL-6 STAT3-luciferase reporter, luminescence; 100% = signal with IL-6 EC80 alone; activation (% of control), % at 5.6 µM; 190,000 compounds, 0.91% hits; AID 871;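 active means activation above the screen-wide mean of compound activation plus 3 SD, cut at about 130% in these data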;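 further: 0% = background luminescence of wells with medium and substrate only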
#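 Test system: human U3A cells carrying STAT3-luciferase construct; control set: IL-6-only wells as 100% reference; timing: compound pre-incubation 1 h before IL-6, then 6 h stimulation at 37 °C; also added: IL-6 stimulus at 33 ng/mL final; evaluation: % activation versus median of IL-6-stimulated wells; detection: reporter luminescence signal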
# FLuc inh counter: inhibits firefly luciferase, flagging false hits in luciferase inhibition screens; inhibition, % at 10 µM; 200,000 compounds, 1.5% hits; AID 1006; ATPLite firefly luciferase biochemical luminescence, 10 min;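 active means inhibition above about 50% when tested at 10 µM, limit read from the data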
# Target sequence (P08659 whole entry, looked up): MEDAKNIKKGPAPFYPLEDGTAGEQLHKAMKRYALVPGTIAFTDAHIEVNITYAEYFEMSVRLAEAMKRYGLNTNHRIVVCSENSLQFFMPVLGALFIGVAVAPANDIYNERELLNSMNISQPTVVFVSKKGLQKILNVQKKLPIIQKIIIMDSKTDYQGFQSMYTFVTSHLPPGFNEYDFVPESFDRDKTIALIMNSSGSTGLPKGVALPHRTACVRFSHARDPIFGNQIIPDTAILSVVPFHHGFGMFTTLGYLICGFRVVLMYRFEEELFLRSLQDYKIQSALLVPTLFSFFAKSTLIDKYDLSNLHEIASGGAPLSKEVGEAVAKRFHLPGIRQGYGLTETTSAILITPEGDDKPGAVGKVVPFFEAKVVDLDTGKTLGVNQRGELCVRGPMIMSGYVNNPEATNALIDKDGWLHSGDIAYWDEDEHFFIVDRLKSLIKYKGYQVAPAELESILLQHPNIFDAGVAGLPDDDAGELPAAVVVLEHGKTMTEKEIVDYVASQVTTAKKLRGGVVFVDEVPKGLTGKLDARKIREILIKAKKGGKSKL
# ROMK primary: modulators of human ROMK potassium channel; P48048; Tet-inducible ROMK, thallium flux fluorescence; actives lie on both sides; B-score at 10 µM; 130,000 compounds, 2% hits; AID 1918;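 active means signal ratio slope over the read window, or its plate-corrected B-score, at least 3 SD from the plate mean, either direction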;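 further: B-score of the F/F0 ratio slope over 7 to 12 s after thallium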
# Target sequence (P48048 whole entry, looked up): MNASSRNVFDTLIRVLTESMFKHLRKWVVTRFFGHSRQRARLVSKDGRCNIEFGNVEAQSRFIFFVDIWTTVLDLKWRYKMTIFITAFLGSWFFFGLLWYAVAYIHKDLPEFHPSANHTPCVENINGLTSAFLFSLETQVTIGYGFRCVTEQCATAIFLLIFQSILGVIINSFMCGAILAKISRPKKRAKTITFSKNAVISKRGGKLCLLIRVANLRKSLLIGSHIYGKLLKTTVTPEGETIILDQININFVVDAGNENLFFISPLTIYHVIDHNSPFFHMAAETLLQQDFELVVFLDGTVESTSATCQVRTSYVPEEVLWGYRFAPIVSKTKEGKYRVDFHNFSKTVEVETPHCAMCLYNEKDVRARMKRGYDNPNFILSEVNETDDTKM
# STAT3 inh: reduces IL-6 driven STAT3 reporter signal; 190,000 compounds, 0.89% hits; AID 862; U3A cells, IL-6 STAT3-luciferase reporter, luminescence; host cell line lacks STAT1; inhibition, % at 5.5 µM;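 active means inhibition above the mean inhibition across all screened compounds plus 3 SD, cut at about 44% in these data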;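 further: 0% = DMSO only wells and 100% = 100 µM nifuroxazide control wells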
# FLuc stim CS: firefly luciferase counter-screen for stimulation assays | P08659 | ATPlite luciferase biochemical, luminescence, 10 min; 0 = ATP-free wells, 1 = DMSO control | activation factor at 10 µM | 200,000 tested, under 10 active | AID 1027;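 active means luciferase activation factor, scaled between plate controls, of at least 2 with compound at 10 µM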
#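 Assay system – cell-free luciferase reagent · Medium – PBS-based ATP solution · Dosing – test compounds dosed from 2 mM stocks in 100% DMSO · Timing – 10 min, room temperature · Technique – light output (luminescence) · Measure – luminescence gain marking luciferase activators · Controls – No-ATP low control, compound-free enzyme-plus-ATP high control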
# STAT1 inh: STAT1 signaling inhibition; NIH 3T3 STAT1-luciferase reporter, IFN-gamma, luminescence; inhibition, % at 5.5 µM; 200,000 compounds, 0.35% hits;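 active means inhibition above a set limit, the mean inhibition across all tested compounds plus 3 SD, cut at about 34% in these data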;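 further: 0% = IFN-gamma with DMSO and 100% = IFN-gamma with 300 µM nifuroxazide; values of inactives mirror those of a sister screen read the other way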
# STAT1 activator: increases IFN-gamma driven STAT1 reporter signal. NIH 3T3 STAT1-luciferase reporter, luminescence; 100% = IFN-gamma alone, no compound. activation (% of control), % at 5.5 µM. 200,000 compounds, 2.6% hits. AID 932;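 active means activation above the screen-wide mean activation plus 3 SD, cut at about 130% in these data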;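 further: raw ratio to IFN-gamma control signal so 100% means no change and 0% no light; values of inactives mirror those of a sister screen read the other way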
# APP 5'UTR act: activates APP 5'UTR luciferase reporter; SH-SY5Y APP 5'UTR luciferase reporter, luminescence; zero percent = DMSO vehicle wells; activation, % at 2 µM; AID 1276; 190,000 compounds, 1% hits;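 active means activation above a set limit, based on mean plus 3 SD of controls, cut at about 140% in these data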; further: values of inactives mirror those of a sister screen read the other way
# An asterisk follows results filed as active; . = not tested or not shown. The list is partial; rates above refer to the full screens.
SMILES,APP 5UTR inh,NF-kB neuron act,STAT3 activator,FLuc inh counter,ROMK primary,STAT3 inh,FLuc stim CS,STAT1 inh,STAT1 activator,APP 5'UTR act
CC1CN(CCc2ccccc2)CC(C)O1 (stereo not given),-12,0.89,110,-7,.,-7,1.1,-8,108,12
Nc1c2c(nc3sc4c(c13)CCCC4)CCCCC2,-56,3.8*,92,36,.,16,0.6,-27,124,56
COc1cccc(C2(O)CCSCC2CN(C)C)c1 (stereo not given),14,1.6,96,-6,.,6,1.1,15,87,-14
COc1ccccc1CCNCc1ccc(OC)c(OC)c1OC,2,0.85,98,-7,-0.61,5,1.1,-7,104,-2
c1ccc(Cn2ccnc2)cc1,-3,1.1,92,-2,.,12,1,11,90,3
CCCC(=O)Nc1ccc(N2CCN(CC)CC2)c(Cl)c1,-5,0.92,106,-3,0.83,-2,1,-3,103,5
COc1cccc(CN2CCCCC2c2cccnc2)c1 (stereo not given),-14,1.4,101,-3,.,5,1,6,94,14
CCOC(=O)c1c(-c2ccc(OC)cc2)oc2ccc(OC(=O)N(C)C)cc12,4,0.46,105,1,-0.85,-3,1,-1,101,-4
Cc1cccc(NC(=S)N2CC3CC(C2)c2cccc(=O)n2C3)c1C (stereo not given),-2,0.92,103,0,.,-1,1,1,99,2
Cc1ccc(NC(=O)c2cn(CCC#N)nc2-c2ccc3c(c2)OCCO3)c([N+](=O)[O-])c1,4,1,88,-7,.,13,1.1,7,93,-5
O=c1[nH]c(=O)n(Cc2ccco2)c(O)c1C=NCc1ccc2c(c1)OCO2,1,1.1,95,-4,-0.081,10,1,-2,102,-1
C=CCN(CC#CCOc1ccccc1OC)CC=C,-5,.,97,-2,0.62,10,1,9,92,5
O=C(Nc1ccc2c(c1)OCO2)c1cn(Cc2ccc(F)cc2)nn1,-1,1.6,97,2,0.38,7,1,-8,108,1
CCOc1ccc(C(=O)OC2CC3CCC(C2)N3C)cc1 (stereo not given),-19,1.6,102,-1,-0.0067,1,1,-4,102,19
CC(=O)N1CCN(c2ccc([N+](=O)[O-])cc2C=C2C(=O)NC(=O)NC2=O)CC1,7,1.1,101,-8,.,-2,1.1,1,99,-7
Cc1nc2ccccc2c(=O)n1-c1ccc(Cl)cc1[N+](=O)[O-],8,0.98,91,0,-0.67,14,1,-2,101,-8
COc1ccc(N2C(=O)NC(=O)/C(=C\c3ccccc3[N+](=O)[O-])C2=O)cc1,-2,1.1,94,-5,.,10,1,5,93,2
CCCCCSc1cc(O)c(C(CNC)C(C)C)cc1OC (stereo not given),-24,0.77,106,-6,-3.2*,-7,1.1,3,97,24
Cc1ccccc1C(O)(Cc1ccccc1)C1CN2CCC1CC2 (stereo not given),0,1.2,119,-10,-2.1,-16,1.1,-11,110,0
CCc1ccc(-n2c(O)c(/C=N/N3CCCCC3c3cccnc3)c(=O)[nH]c2=O)cc1 (stereo not given),3,0.83,100,-6,0.68,4,1.1,-6,105,-3
CC(=NCCCN1CCOCC1)c1c(O)[nH]c(=O)[nH]c1=O,7,0.98,93,-8,0.56,11,1.1,-5,105,-7
CC1CCN(C(=O)CCl)CC1,-1,1.4,93,-5,0.17,16,1.1,5,95,1
CC(=NCCN1CCCCC1)c1c(O)n(Cc2ccccc2)c(=O)[nH]c1=O,.,0.98,94,-6,.,13,1.1,0,100,.
C/C(=N\N1CCCCCC1)c1c(O)n(-c2ccc(C)cc2)c(=O)[nH]c1=O,-9,1.2,99,-2,-0.57,1,1,-5,104,9
CCCCC(=O)N/N=C/c1c(O)n(CC)c(=S)[nH]c1=O,-5,1,94,-11,1.9*,8,1.1,-6,105,5
CN1C(=O)C(=Cc2ccccc2Oc2ccc(Cl)cc2)C(=O)N(C)C1=O,-7,0.84,101,-1,.,3,1,-2,102,7
COc1ccccc1-n1c(O)c(C=NCCCn2ccnc2)c(=O)[nH]c1=O,3,1.3,104,-6,-0.67,-2,1.1,19,82,-3
Cc1ccc(C(=O)NC(O)C(Cl)(Cl)Cl)cc1 (stereo not given),-4,0.98,104,7,-0.56,-6,0.9,0,100,4
Cc1cccc(NC(=O)N2CCCC2)c1,5,1.1,101,-8,-0.67,6,1.1,4,95,-5
Clc1ccc(CNC2CN3CCC2CC3)cc1 (stereo not given),3,1.4,101,-2,0.0013,4,1,-8,107,-3
O=C(COc1ccc2ccccc2c1)N1CCN(CC2CC3C=CC2C3)CC1 (stereo not given),5,1.3,98,-2,.,5,1,2,98,-5
COc1c(C)cc(C(=O)C2CCCN(Cc3cccc(C)n3)C2)cc1C (stereo not given),-6,1,101,-6,-0.36,4,1.1,6,94,6
CN(C)CC#CCOCCOCCC#N,-5,1.3,96,1,.,16,1,5,96,5
Cc1cc(OCC(=O)NC2CCS(=O)(=O)C2)c2c3c(c(=O)oc2c1)CCC3 (stereo not given),13,0.82,95,-1,.,10,1,3,99,-13
CCCCn1c(O)c(C(C)=Nc2cccc(C(=O)O)c2)c(=O)[nH]c1=O,-12,1.3,100,-12,.,0,1.1,2,98,12
O=C1CSC2N1CCNC21CCCCC1 (stereo not given),-6,0.91,89,2,0.094,16,1,-4,104,6
CN(C)c1ccc(NC(=O)CN2C(=O)CN=C(c3ccccc3)c3cc(Cl)ccc32)cc1,-2,1.1,106,-7,.,2,1.1,-2,102,2
Cc1oc(-c2ccccc2)nc1CN1C(=O)CN=C(c2ccccc2)c2ccccc21,-19,0.79,103,-10,0.21,-3,1.1,-7,106,19
COc1ccccc1N1CCN(Cc2ccc(Br)s2)CC1,-5,0.87,93,-6,.,13,1.1,4,98,5
COc1ccc(OC)c(CN2CCN(C(=O)COc3cccc(C)c3)CC2)c1,-14,1.1,101,-9,-1.5,3,1.1,7,93,14
O=C(CCCC1=NS(=O)(=O)c2ccccc2N1)N1CCC2(CC1)OCCO2,-12,0.96,100,-7,.,3,1.1,13,88,12
O=C1C2CCCN2C(c2cccnc2)N1c1ccc(Cl)cc1 (stereo not given),3,1.1,112,-1,.,-11,1,-3,103,-3
CC(C)=CCC12CN3CCN(CC(C3)C1=O)C2,-7,1.2,98,-3,.,4,1,-1,101,7
C=C1N2CCC(CC2)C1(O)c1ccc(C)c(C)c1 (stereo not given),-3,1.2,94,-8,.,10,1.1,8,91,3
Cc1ccc(N2C(=O)NC(=O)/C(=C\c3ccoc3)C2=O)cc1,-8,1.1,105,-9,0.44,-3,1.1,-7,106,8

# Single records, from the list above. Values in the order: APP 5UTR inh, NF-kB neuron act, STAT3 activator, FLuc inh counter, ROMK primary, STAT3 inh, FLuc stim CS, STAT1 inh, STAT1 activator, APP 5'UTR act
# COc1ccc(OC)c(CN2CCN(C(=O)COc3cccc(C)c3)CC2)c1 reads -14, 1.1, 101, -9, -1.5, 3, 1.1, 7, 93, 14
# O=C1C2CCCN2C(c2cccnc2)N1c1ccc(Cl)cc1 (stereo not given) reads 3, 1.1, 112, -1, ., -11, 1, -3, 103, -3

# Carrying on:
SMILES,APP 5UTR inh,NF-kB neuron act,STAT3 activator,FLuc inh counter,ROMK primary,STAT3 inh,FLuc stim CS,STAT1 inh,STAT1 activator,APP 5'UTR act
Fc1cccc(CCNCc2ccccn2)c1,-6,0.94,96,-7,0.13,13,1.1,2,98,6
Cc1ccc2occ(CN3CC4CC(C3)c3cccc(=O)n3C4)c(=O)c2c1 (stereo not given),-11,1.1,100,-3,0.78,5,1,-7,105,11
COc1cccc(OC)c1C(=O)Nc1nc(N)n(-c2ccccc2)n1,15,1,103,-3,.,-3,1,3,92,-15
Cc1[nH]n(-c2ccccc2)c(=O)c1C(c1ccc([N+](=O)[O-])cc1)c1c(C)[nH]n(-c2ccccc2)c1=O,-8,1,104,0,1.9,-2,1,7,94,8
COc1ccc2ccc(O)c(CN3CC=C(c4ccccc4)CC3)c2c1,18,0.93,110,-3,-0.42,-11,1,6,93,-17
COC(=O)C1=C(N)Oc2cc(C)oc(=O)c2C12C(=O)Nc1ccccc12 (stereo not given),9,1.1,101,-8,-0.46,4,1.1,3,99,-9
C(CCc1nn[nH]n1)CCc1nn[nH]n1,1,1.1,108,6,-0.038,-4,0.9,0,100,-1
CCCN1C2CCCC1CC(NC(C)=O)C2 (stereo not given),-4,1.1,98,-5,0.46,7,1,8,93,4
Fc1ccc(CNCCc2ccccc2)cc1,-8,1.2,100,-6,-0.28,5,1.1,-6,108,8
O=Cc1cn(Cc2c(F)cccc2Cl)c2ccccc12,-8,0.95,95,1,2.5,8,1,11,89,8
C[n+]1ccc(-c2ccncc2)cc1,-11,0.87,95,-6,1.1,8,1.1,3,97,11
COc1ccc(C2=NCC(=S)Nc3ccc(Cl)cc32)cc1Cl,-2,1.2,89,-6,.,16,1.1,3,95,2
CCN(CC)CCCN=Cc1c(O)n(Cc2ccc(F)cc2)c(=O)[nH]c1=O,11,1,94,-5,.,11,1,3,98,-11
C=CCOc1ccc(CC2C(=O)N(C)C(=O)N(C)C2=O)cc1,1,1,103,0,-0.019,-4,1,-1,101,-1
O=C(NC(=O)N1CCC2(CC1)OCCO2)c1ccc(Cl)cc1,-12,1.1,100,0,-0.014,5,1,2,96,12
CCOc1ccccc1-n1c(O)c(C=Nc2ccc(N(CC)CC)cc2)c(=O)[nH]c1=O,5,1.3,102,0,2.7*,4,1,-3,102,-5
CC(=O)N1CN2CN(C1)CN(C(C)=O)C2,2,1,104,-4,0.038,-1,1,4,96,-2
Cc1nc2cc(-c3ccccc3)nn2c(C)c1CCC(=O)N1CCC2(CC1)OCCO2,32,0.44,93,-2,-0.096,14,1,-10,108,-16
CCOC(=O)C1=C(C)N(C)C2(C)CC1c1ccccc1O2 (stereo not given),-6,1.1,95,-4,.,16,1,-6,105,6
COc1ccc(C(=O)CC2(CC(=O)c3ccc(OC)cc3)C(=O)N(C)C(=O)N(C)C2=O)cc1,-1,1.1,103,-8,-0.86,2,1.1,6,95,1
C=CCN1C(=O)NC(=O)/C(=C/C=C/c2ccccc2)C1=O,74*,1.1,83,-6,-0.92,26,1.1,10,89,-74
C=C(C)c1cccc(C(C)(C)NC(=O)NC2CN3CCC2CC3)c1 (stereo not given),-9,0.95,101,-2,.,6,1,0,101,9
COc1cccc(N2C(=O)CC(=O)NC2=O)c1,-11,1.2,102,-10,-0.26,5,1.1,-7,106,11
COc1ccc(/C=C2/C(=O)NC(=O)N(C3CCCCC3)C2=O)cc1CSc1ccccn1,9,1.1,96,-6,.,9,1.1,-5,105,-9
O=C(C1CCN(S(=O)(=O)N2CCOCC2)CC1)N1CCC2(CC1)OCCO2,10,0.91,106,-3,1.1,-5,1,-3,103,-10
Nc1nonc1OCCCCOc1nonc1N,5,1.1,103,-5,0.42,1,1,3,95,-5
N[C@@H](Cc1cc(Br)c(O)c(Br)c1)C(=O)O,-15,1.1,103,-2,.,-1,1,8,93,15
